Compound activity deposited in PubChem by National Center for Advancing Translational Sciences (NCATS).
HT1080-NT tox = kills 2HG-producing HT-1080-NT fibrosarcoma cells. HT-1080-NT fibrosarcoma viability, CellTiter-Glo ATP luminescence, 48 h. Potency, µM (highest dose often 46.1 µM), inactives show top-dose activity, negative = less viability, most hits filed as cytotoxic. 360,000 tested, 1.6% active. AID 686970;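 also: NT is the 2HG producing partner of a matched IDH1 knockdown line; potency is read from the fitted curve at half-maximal effect; 0% = DMSO-treated cells and -100% = media-only wells without cells; nearly all actives have a fitted effect of over 55% in size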
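Viability of the 2HG-overproducing fibrosarcoma line after 48 hours of compound exposure at 37 degrees C was determined by luminescence with CellTiter-Glo, and concentration-effect curves were then fitted and categorized.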
SW480 rereplic = induces DNA re-replication in SW480 colon adenocarcinoma cells | SW480 DNA re-replication, Hoechst DNA content imaging, 48 h | Potency, µM (top dose mostly 46.1 µM), without a hit: at the top dose re-replication activation, most hits filed as activators | 340,000 tested, 1.8% active; also: potency is read from the fitted curve at half-maximal effect; % of control where 0% means no effect; nearly all actives have a fitted effect of over 55% in size
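Image-based read-out: total Hoechst fluorescence of nuclei (405 nm excitation, 500-530 nm emission), with hits raising the fraction of high-intensity nuclei. SW480 colon cells incubated 48 hr with compounds at 37 C.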
HEK293 tox = cytotoxicity in counter-screen for GLP-1R inverse agonists; Potency, µM (doses to about 38.3 µM), for inactives: at the highest dose activity change, negative = inhibition, most hits filed as inhibitors; HEK293 cAMP-luciferase reporter cells, luminescence, 24 h; AID 624418; 410,000 tested, 0.13% active;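 also: loss of luciferase light is scored as toxicity; potency is read from the fitted curve at half-maximal effect; % is scaled to controls: 0 for no effect and ±100 for the full control effect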
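To flag toxic compounds, the library was rerun on cells for 24 hr at 37 deg C and 5% CO2. Viability-linked luminescence was captured 12 min after adding luciferase detection reagent.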
KB-V1 MDR tox = KB-V1 MDR subline cytotoxicity; 400,000 tested, 3.4% active; KB-V1 MDR cells viability, CellTiter-Glo, 72 h; Potency, µM (series often up to 46.1 µM), for inactives: top-dose activity change, negative = cytotoxicity, actives largely listed as cytotoxic; also: potency is read from the fitted curve at half-maximal effect; % is scaled to controls: 0 for no effect and ±100 for the full control effect; nearly all actives have a fitted effect of over 60% in size
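Cells of the MDR subline KB-V1 are plated, dosed with compound at multiple concentrations, and incubated 72 h at 37 degrees C; CellTiter-Glo is then added and luminescence read after 10 min.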
D3 ag = agonists of human D3 dopamine receptor. P35462. D3R DiscoveRx beta-arrestin cells, luminescence, 90 min. max activation, %. 410,000 tested, 0.58% active; in the data active = max activation above about 30%; also: 0% is about no effect; mostly tested at two doses, the higher about 12 µM
Target sequence (P35462 whole entry, looked up): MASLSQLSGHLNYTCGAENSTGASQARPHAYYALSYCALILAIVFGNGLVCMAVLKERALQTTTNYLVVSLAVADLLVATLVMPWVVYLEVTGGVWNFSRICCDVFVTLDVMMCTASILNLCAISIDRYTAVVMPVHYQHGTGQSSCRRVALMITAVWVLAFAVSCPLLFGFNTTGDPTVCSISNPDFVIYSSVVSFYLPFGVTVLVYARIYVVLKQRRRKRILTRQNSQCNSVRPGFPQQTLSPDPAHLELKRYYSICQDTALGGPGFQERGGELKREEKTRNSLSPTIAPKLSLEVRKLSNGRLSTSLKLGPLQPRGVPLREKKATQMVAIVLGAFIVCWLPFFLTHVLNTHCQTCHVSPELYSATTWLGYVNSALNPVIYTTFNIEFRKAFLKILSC
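Cells at 1500/well, incubated overnight, then treated with pinned compounds (dopamine as control) for 90 min at 37 degrees C. DiscoveRx reagent added for 30 - 60 minutes at room temperature; luminescence read.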
MCF10A rerep = induces DNA re-replication in MCF 10a normal breast cells; MCF 10A DNA re-replication, Hoechst nuclear intensity, 48 h; Potency, µM (series often up to 46.1 µM), for inactives: top-dose activity, positive = re-replication, hits mostly activators; 350,000 tested, 2.9% active; also: potency is read from the fitted curve at half-maximal effect; % of control where 0% means no effect; nearly all actives have a fitted effect of over 50% in size
IL1B secr inh = inflammasome signaling inhibition, IL-1 beta readout; 360,000 tested, 4.7% active; THP-1 LPS/ATP IL-1B secretion, AlphaLISA, 16 h; hits give low values; activity change, % at 57.5 µM; in the data active = activity change below about -50%; inconclusive = mostly about -30% to -49%; also: % is scaled to controls: 0 for no effect and ±100 for the full control effect
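THP-1 cells pretreated 1 hr with compounds (up to 57.5 uM final), then stimulated with LPS (250 ng/mL final) plus ATP (1.25 mM final); secreted IL-1B measured by AlphaLISA after 16 hr, decreased signal indicating inhibition.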
KB-3-1 tox = kills parental KB-3-1 adenocarcinoma cells; KB-3-1 viability, CellTiter-Glo ATP luminescence, 72 h; AID 1347075; Potency, µM (highest dose often 46.1 µM), for the others: top-dose activity change, negative = cytotoxic, actives largely listed as cytotoxic; 400,000 tested, 1.4% active; also: potency is read from the fitted curve at half-maximal effect; % is scaled to controls: 0 for no effect and ±100 for the full control effect; nearly all actives have a fitted effect of over 60% in size
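72 h, 37 °C compound treatment of KB-3-1 parental cells; CellTiter-Glo added, 10 min, luminescence read. Data corrected against DMSO-only plates and normalized before curve fitting.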
HT1080 IDH1KD tx = kills HT-1080 cells with IDH1 knockdown; HT-1080 IDH1 knockdown viability, ATP luminescence, 48 h; Potency, µM (highest dose often 46.1 µM), for the others: at the top dose activity, negative = toxicity, usual class: cytotoxic; 360,000 tested, 2% active;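 also: potency is read from the fitted curve at half-maximal effect; 0% = DMSO wells and -100% = cell-free medium wells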
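Using the IDH1-knockdown HT-1080 line run in the same batch and compound series as the NT line, viability after 48 h at 37 °C was determined by CellTiter-Glo luminescence and expressed as % activity.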
* hit, by the source's call; ? = inconclusive; · = not tested or not shown; & = joins results of further samples; [ ] = remark or other dose. Unless noted, calls follow the shape of the dose curve; as a rule, active = well fitted curve in the direction sought with a large enough effect; inconclusive = small, poorly fitted or top-dose-only effect, or another doubt; inactive = no such curve, though single readings can be large; an effect the other way counts as inactive or inconclusive.

Molecule	HEK293 tox	IL1B secr inh	SW480 rereplic	HT1080 IDH1KD tx	D3 ag	HT1080-NT tox	KB-3-1 tox	KB-V1 MDR tox	MCF10A rerep
Cc1ccc(C(=O)OCC(=O)NC(=O)c2ccc(C(C)(C)C)cc2)c(O)c1	4%	12	91%	5%	2	-4%	17%	12%	2%
CC(C)(C)N(Cc1ccccc1)C(=O)CN1C(=O)NC2(CCCCCC2)C1=O	15%	-5	-15%	7%	13	4%[9.24 µM]	7%	10%	10%
O=C(OCCOc1ccccc1)c1n[nH]c2ccccc12	0%	2	1%	-1%	9	-4%	8%	0%	2%
NC(=O)c1cc(S(=O)(=O)N2CCc3ccccc3C2)cs1	-14%	16	25%	2%	9	10%	4%	11%	10%
COc1ccc(N2CCN(C(CNC(=O)OCc3ccccc3)c3ccco3)CC2)cc1 (stereo not drawn)	12%	-76*	-2%	-15%	-6	-6%	0%	0%	12%
COC(=O)[C@]1(C)N[C@H](CN(C)C(=O)Nc2ccc(C(F)(F)F)cc2)[C@@H]2C(=O)N(C)C(=O)[C@@H]21	0%	25	-1%	3%	2	7%	0%	0%	-5%
CCn1c(C(=O)N2CCc3ccccc3C2)cc2oc3ccccc3c21	1%	-4	1%	5%	-2	16%	12%	-20%	16µM*
Cc1ccc(Oc2ncccc2N)c2c1CCC2	2%	-8	?	-2%	6	-2%	23%	8%	-7%
CCOC(=O)c1c(NC(=O)COC(=O)CNC(=O)c2ccco2)sc(C)c1C	5%	-6	-2%	-10%	2	-3%	-7%	-2%	9%
O=C(NCCc1ccccc1)[C@@H]1CC=C[C@@H]2CCN(C3CCCCC3)C(=O)[C@@H]21	5%	-24	9%[9.22 µM]	14%	9	9%	13%&12%	?	0%
CC1(C)CC(=O)C(C=Nc2ccc(Cl)cn2)=C(O)C1	-2%	7	-8%	17%	2	13%	12%	0%	-4%
NC(=NC(=O)c1ccccc1)N1N=CCC1c1ccccc1 (stereo not drawn)	6%	12	-21%	-6%	-1	14%	-2%	-3%	6%
Cc1ccc(NC(=O)CSc2nnc(-c3ccncc3)n2C)cc1S(=O)(=O)N1CCOCC1	-8%	-13	-4%	19%	-7	16%	16%	24%	1%
Cc1cccc(Nc2cc(C)nc3ccccc23)c1	-28%	-91*	-25%	-17%	-5	-2%	-12%	-15%	11%
COc1ccc(OCc2cc(C(=O)N(C)Cc3cc(C)no3)no2)c(Cl)c1	3%	-8	-22%	-2%	-1	6%	0%	11%	14%

Continued; it opens with the two that closed the last part.
Molecule	HEK293 tox	IL1B secr inh	SW480 rereplic	HT1080 IDH1KD tx	D3 ag	HT1080-NT tox	KB-3-1 tox	KB-V1 MDR tox	MCF10A rerep
Cc1cccc(Nc2cc(C)nc3ccccc23)c1	-28%	-91*	-25%	-17%	-5	-2%	-12%	-15%	11%
COc1ccc(OCc2cc(C(=O)N(C)Cc3cc(C)no3)no2)c(Cl)c1	3%	-8	-22%	-2%	-1	6%	0%	11%	14%
COc1cc(C(=O)OCC(=O)N2CCN(C(C)=O)CC2)ccc1OCC(C)C	-8%	18	-6%	-3%	-6	0%	1%	-19%	?
CCCCN1C(=O)c2ccc(C(=O)Nc3cccnc3)cc2C1=O	3%	16	-1%	3%	-8	-11%	-1%	6%	-5%
O=C1NC(c2ccccc2)=C(c2nc3ccccc3s2)C(c2ccc(F)cc2)N1 (stereo not drawn)	?	-75*	11%	?	14	?	?	?	?
COc1ccc(S(=O)(=O)N(C)C2CCN(C)CC2)cc1	2%	-23	-3%	6%	-7	8%	25%	17%	-2%
CSCCC(NC(=O)C12CC3CC(CC(C3)C1)C2)C(=O)OCC(=O)c1ccc(Cl)cc1 (stereo not drawn)	-2%	13	-22%	15%	0	14%	1%	0%	9%
Cc1ccc(S(=O)(=O)N(C)CCCC(=O)N2CCOCC2)cc1	-4%	24	-4%[9.22 µM]	16%	3	16%	0%	1%	12%
O=C(O)c1ccc2c(c1)N(Cc1ccc(F)cc1)C(=O)c1ccccc1S2	-10%	6	3%	8%	4	-9%	4%	?	11%
Cc1ccc(S(=O)(=O)NCC2CCCO2)cc1 (stereo not drawn)	-5%	11	0%	19%	1	3%	-7%	3%	-1%
N/C(=N\N=Cc1ccc2c(c1)OCO2)NN=Cc1ccc2c(c1)OCO2	?	-99*	?	?	-8	-12%	?	?	23µM*
COc1cc(S(=O)(=O)NC2CCSc3ccccc32)ccc1NC(C)=O (stereo not drawn)	1%	22	?	0%	6	3%	2%	-9%	1%
CC[C@]12c3[nH]c4ccc(OC)cc4c3CCN1C(=O)C(CC(=O)NCCc1ccccn1)C[C@@H]2C(=O)N1CCN(C(=O)c2ccco2)CC1 (stereo partly drawn)	0%	6	-7%	12%	5	13%	0%	0%	0%
Cc1ccc(-c2csc(NC(=O)/C=C/c3cccs3)n2)cc1C	5%	-80*	10%	-19%	-3	-7%	?	9.2µM*	?
CCN(CC)C(=O)[C@H]1C[C@H](CC(=O)NC/C=C(\C)CCC=C(C)C)C(=O)N2CCc3c([nH]c4cc(-c5ccco5)ccc34)[C@]12C	?	-65*	17%[9.22 µM]	?	-38	?	?	?	21µM*
NS(=O)(=O)c1ccc(CNC(=O)/C=C/c2ccccc2)cc1	24%	69	-1%	18%	-11	11%	19%	17%	-1%
Cc1ccc(NC(=O)CN2C(=O)CCSc3ccc(S(=O)(=O)N4CCCC4)cc32)cc1	-16%&8%	5	-4%	15%	3&-1	6%	2%	-3%	?
CCOC(=O)c1sc2nc(CC(=O)OC)nc(NCC(=O)OC)c2c1C	1%	2	-3%	7%	1	-1%	19%	6%	0%
Cc1nn(-c2ccccc2)c(C)c1/C=N/NC(=O)c1cc(-c2cccs2)[nH]n1	-35%	74	0.65µM*	?	-1	?	0.52µM*	?	29%
CO[C@@]1(NC(=O)Cc2cccs2)C(=O)N2C(C(=O)O)=C(COC(N)=O)CS[C@@H]21	3%	-2	-15%&-4%	7%	14&-10&-2	-15%	0%	6%	5%&-6%
COc1ccc(CN(C)CC(=O)NC(C)c2ccccc2)cc1OC (stereo not drawn)	-7%	3	-12%	-9%	-4	1%	-6%	?	-1%
CC(C)c1cc(C(=O)N(C)C2CCCN(Cc3ccccc3F)C2)n(C)n1 (stereo not drawn)	1%	42	·	-7%	-3	-7%	-4%	-14%	·
Cn1cc(C(=O)OCC2CCN(CCNS(C)(=O)=O)CC2)c2ccccc21	-7%	-15	-44%[inhibitor]	-21%	0	-29%	0%	-19%	8%
CCCC(=O)Nc1ccc(NC(=O)c2sc3ccccc3c2Cl)cc1	2%	·	·	·	-7	·	-5%	8%	·
CCNC(=O)C1(C)CCCN(Cc2ccc(-c3ccccn3)cc2)C1 (stereo not drawn)	20%	-2	·	18%	-8	3%	0%	1%	·
COc1cc(NC(=O)c2cccc(Cl)c2Cl)ccc1NC(=O)c1cc2ccccc2o1	2%	·	·	·	6	·	-5%	11%	·
CC(=O)NC(=S)Nc1sc2c(c1C(N)=O)CCC(C)C2 (stereo not drawn)	-7%	?	3%	2%	1	1%	-1%	-13%	-2%
COc1cc(C2C(C(=O)c3ccc(C)o3)=C(O)C(=O)N2CCc2ccccc2)ccc1O (stereo not drawn)	15%	8	-1%	-2%	0	4%	6%	1%	2%
Brc1ccc2c(c1)C(c1cccnc1)=NNC(c1cccs1)=N2	-11%	-9	16%	?	4	?	?	-20%	25%
Cn1c(=O)c2c(nc(SCCN3CCOCC3)n2Cc2ccccc2Cl)n(C)c1=O	-6%	?	-14%	8%	-6	10%	13%	2%	-2%
COc1ccc(/C=N/NC(=O)c2cccc(NC(=O)c3ccccc3Cl)c2)c(OC)c1	8%[7.66 µM]	37	0%	5%	-1	-3%	1%	18%	-2%
Cc1csc2nc(O)c(C(=O)NCCC3=CCCCC3)c(=O)n12	-2%	0	0%	0%	7	1%	-16%	9.2µM*	?
CC1(c2ccccc2Cl)NC(=O)N(CC(=O)N2CCN(S(=O)(=O)c3ccccc3)CC2)C1=O (stereo not drawn)	8%	-2	-2%	4%	13	1%	-4%	12%	7%
O=C(CCN1C(=O)C2C3C=CC(C3)C2C1=O)NCCN1CCCc2ccccc21 (stereo not drawn)	4%	29	-1%	2%	4	3%	11%	?	9%
Cc1cc(C)cc(OCC(O)CN2C(=O)NC(C)(C)C2=O)c1 (stereo not drawn)	11%	-11	2%	5%	3	0%	-15%	14%	9%
Cc1ccc(S(=O)(=O)c2c(C)nn(C(C)(C)C)c2OC(=O)C(C)(C)C)cc1	-13%	26	3%	-19%	23	-16%	-9%	0%	?
COc1ccccc1CNS(=O)(=O)c1ccc2c(c1)NC(=O)CC(=O)N2	1%	·	·	·	5	·	11%	20%	·
CCCCN(CCCNC(=O)C1CCCN(S(=O)(=O)CC)C1)Cc1ccccc1 (stereo not drawn)	1%	-6	-4%	5%	-2	13%	8%	-6%	2%
